# p53 reactivation: restores transcriptional activity of mutant p53. H1299 p53-A138V BP100-luciferase reporter, luminescence, 24 h. Potency, µM (highest dose often 92.2 µM), for inactives: at the top dose activity change, positive = activation, hits mostly activators. 320,000 compounds, 0.063% hits; also: potency is read from the fitted curve at half-maximal effect; % of control where 0% means no effect; nearly all actives have a fitted effect of over 45% in size
#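 H1299 (p53-null), stable ts p53-A138V + BP100-Luc; 1000 cells/well, Opti-MEM/10% FBS; cpd 4 pt, 1:5; 24 h, 37 deg C, 5% CO2; detection reagent 10 min RT; luminescence.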
# ELG1 genotoxic: induces genotoxicity in HEK293T cells with luciferase-tagged ELG1. HEK293T ELG1-luciferase reporter, luminescence, 16 h. Potency, µM (top dose mostly 46 µM), for inactives: at the top dose activity change, positive = activation, hits mostly activators. 330,000 compounds, 1.3% hits; also: potency is read from the fitted curve at half-maximal effect; % of control where 0% means no effect; nearly all actives have a fitted effect of over 60% in size
#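 HEK293T cells expressing luciferase-tagged ELG1 were exposed to compound or DMSO vehicle for 16 hr at 37 °C and 5% CO2. Luciferase activity was then measured with ONE-Glo after 30 min at room temperature.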
# NPC1 promoter act: activates the NPC1 promoter; AID 485313; 320,000 compounds, 2.4% hits; Potency, µM (doses to about 9.22 µM), for the others: top-dose activation, actives largely listed as activators; Huh7 NPC1 promoter luciferase reporter, 24 h;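 also: potency is read from the fitted curve at half-maximal effect; % of control where 0% means no effect; nearly all actives have a fitted effect of over 60% in size; reporter is driven by a mutant NPC1 promoter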
#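 Huh7 cells stably carrying NPC1 promoter–luciferase, plated in Opti-MEM with 10% FBS for 2 h, were exposed to compound in DMSO for 24 h at 37 °C; luciferase reagent was added for 10 min and luminescence read.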
# Menin-MLL TR inh: displaces Texas Red mutant MLL peptide from human menin; O00255; 270,000 compounds, 0.23% hits; Menin + Texas Red MLL mutant peptide, fluorescence polarization; AID 1768; Potency, µM (doses to about 61.6 µM), for inactives: at the highest dose FP activity change, negative = inhibition, usual class: inhibitors; active = well fitted inhibition curve with a large enough effect in the polarisation, with a control signal flat, not every such curve was filed as active; inconclusive = small, poorly fitted or top-dose-only effect, or effect the other way, or a change in a side signal; inactive = no such curve, though single readings can be large or run the other way; the % refers to the polarisation; also: potency is read from the fitted curve at half-maximal effect; % of control where 0% means no effect; many of its hits are not listed in these tables
# Gal4-VP16 FLuc: counter-screen for ROR gamma inhibitors: Gal4-VP16 reporter. Drosophila S2 Gal4-VP16 UAS-luciferase, luminescence, 20 h. Potency, µM (top dose mostly 53.6 µM), for inactives: at the top dose activity, negative = inhibition, hits mostly inhibitors. 310,000 compounds, 3.5% hits. AID 2546;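 also: Gal4-VP16 expression switched on by copper sulfate through the metallothionein promoter; potency is read from the fitted curve at half-maximal effect; % is scaled to controls: 0 for no effect and ±100 for the full control effect; nearly all actives have a fitted effect of over 50% in size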
# RORgamma inh: blocks mouse ROR gamma transcriptional activity; P51450; 310,000 compounds, 5.4% hits; Drosophila S2 Gal4-RORgamma UAS-luciferase reporter, 20 h; Potency, µM (titrated, usually from 53.6 µM), without a hit: at the top dose activity change, negative = inhibition, most hits filed as inhibitors; AID 2551; also: potency is read from the fitted curve at half-maximal effect; % is scaled to controls: 0 for no effect and ±100 for the full control effect; nearly all actives have a fitted effect of over 60% in size
#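 Drosophila S2 cells stably expressing Gal4-DBD/mouse RORγ fusion under metallothionein promoter plus UAS-luciferase; compound 1 h, then 700 uM CuSO4 induction for 20 h at ambient temperature; inhibition read as reduced luminescence.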
# PKM2 activator: increases activity of human pyruvate kinase M2 | Potency, µM (titrated, usually from 57.5 µM), for the others: at the highest dose activation, usual class: activators | purified PKM2, Kinase-Glo ATP luminescence, activation; response scale: 0% is enzyme alone, no compound | 260,000 compounds, 0.34% hits | P14618; also: potency is read from the fitted curve at half-maximal effect; % is scaled to controls: 0 for no effect and ±100 for the full control effect; nearly all actives have a fitted effect of over 55% in size
# Target sequence (P14618 whole entry, looked up): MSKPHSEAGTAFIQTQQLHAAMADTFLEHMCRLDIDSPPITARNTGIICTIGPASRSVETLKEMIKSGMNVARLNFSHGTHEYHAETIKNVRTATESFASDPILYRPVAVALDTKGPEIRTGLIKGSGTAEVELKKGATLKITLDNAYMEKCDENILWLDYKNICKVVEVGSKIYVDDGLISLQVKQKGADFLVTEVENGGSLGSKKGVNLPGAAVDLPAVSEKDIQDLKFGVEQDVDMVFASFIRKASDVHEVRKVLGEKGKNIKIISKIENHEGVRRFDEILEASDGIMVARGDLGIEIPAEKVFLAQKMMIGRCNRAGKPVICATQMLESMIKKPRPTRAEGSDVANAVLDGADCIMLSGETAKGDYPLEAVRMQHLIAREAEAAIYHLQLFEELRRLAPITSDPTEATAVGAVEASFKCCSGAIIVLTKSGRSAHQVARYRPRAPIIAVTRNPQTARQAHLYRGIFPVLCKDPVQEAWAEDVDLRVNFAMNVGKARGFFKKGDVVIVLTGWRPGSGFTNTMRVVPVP
#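 Kinase-Glo luminescence reports ATP generated from ADP (0.1 mM) and PEP (0.5 mM) by purified hPK-M2 after 1 h at room temperature, pH 7.2 imidazole buffer; intermediate enzyme activity allows detecting inhibitors and activators.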
# BRCA1 expr act: increases BRCA1 expression; Potency, µM (top dose mostly 46.1 µM), without a hit: at the top dose activation, most hits filed as activators; 380,000 compounds, 1.1% hits; AID 624202; MCF7-BRCA1-FFLuc reporter, luminescence, 48 h; response scale: scaled: vehicle 0%, 10 µM genistein 100%; also: potency is read from the fitted curve at half-maximal effect; nearly all actives have a fitted effect of over 80% in size; some results filed as inactive show a strong effect at the top dose
#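 Quantitative HTS in MCF7 cells stably reporting BRCA1 expression via firefly luciferase. Compound treatment lasts 48 h at 37 °C in phenol-red free MEM. Activation is expressed relative to genistein at 10 microM and DMSO.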
# Giardia kill: kills Giardia lamblia | activity change, % at 7.66 µM, hits read low | 340,000 compounds, 0.15% hits | Giardia lamblia trophozoite viability | AID 540267; in the data active = activity change below about -80%; inconclusive = between about -30% and that limit;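 also: parasites exposed to compound for two days anaerobically before the ATP read; % is scaled to controls: 0 for no effect and ±100 for the full control effect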
#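 Luminescence from cellular ATP indicates surviving trophozoites (100 cells/well) following 48 hrs anaerobic compound treatment at 37 deg C; signal develops 15-30 min at room temperature.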
# Rab9 prom act: activates the Rab9 promoter. Huh7 Rab9 promoter-luciferase reporter, luminescence, 24 h. Potency, µM (series often up to 9.22 µM), without a hit: at the top dose activation, negative = inhibition, most hits filed as activators. 320,000 compounds, 2.8% hits; also: potency is read from the fitted curve at half-maximal effect; % of control where 0% means no effect; nearly all actives have a fitted effect of over 60% in size
#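 Cell-based reporter: Huh7 stable for Rab9 promoter-driven luciferase, plated in reduced-serum medium with 10% FBS at 1500 cells/well, compound-treated 24 h at 37 °C, luminescence read after 10 min reagent.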
# FLuc counter: counter-screen for miR-21 project: firefly luciferase inhibitors or activators | Potency, µM (series often up to 57.5 µM), inactives show at the highest dose activity change, negative = inhibition, most hits filed as inhibitors | purified FLuc, Km substrates, luminescence inhibition | 360,000 compounds, 6.9% hits;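 also: potency is read from the fitted curve at half-maximal effect; plate controls were vehicle for no effect and reference inhibitor for full effect; nearly all actives have a fitted effect of over 55% in size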
# Target sequence (P08659 whole entry, looked up): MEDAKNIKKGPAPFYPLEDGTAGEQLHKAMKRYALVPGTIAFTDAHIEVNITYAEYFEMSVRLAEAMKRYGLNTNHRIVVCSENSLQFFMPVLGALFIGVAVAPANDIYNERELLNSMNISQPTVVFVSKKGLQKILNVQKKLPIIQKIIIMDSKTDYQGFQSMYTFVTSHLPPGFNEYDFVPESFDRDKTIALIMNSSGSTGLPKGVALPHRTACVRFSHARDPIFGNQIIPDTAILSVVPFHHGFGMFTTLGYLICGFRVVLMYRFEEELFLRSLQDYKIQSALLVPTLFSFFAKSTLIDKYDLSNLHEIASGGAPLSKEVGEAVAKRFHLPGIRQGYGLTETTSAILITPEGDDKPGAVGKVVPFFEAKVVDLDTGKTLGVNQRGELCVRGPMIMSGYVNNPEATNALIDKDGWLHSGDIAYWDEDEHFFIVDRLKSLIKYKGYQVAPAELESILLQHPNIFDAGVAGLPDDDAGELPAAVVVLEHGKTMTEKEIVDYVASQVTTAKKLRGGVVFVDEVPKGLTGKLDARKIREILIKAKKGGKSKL
#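 Purified P. pyralis luciferase (10nM final) with 10uM D-luciferin and 10uM ATP (Km levels) in 50mM Tris acetate pH 7.5, 10mM Mg acetate, 0.01% Tween-20, 0.05% BSA; qHTS 6-point titration, ~60 µM downward; luminescence read.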
# Starred values were filed as active, the others as inactive; ? = inconclusive; . = no result given; [ ] = another dose, or the depositor's remark. Unless noted, calls follow the shape of the dose curve; as a rule, active = well fitted curve in the direction sought with a large enough effect; inconclusive = small, poorly fitted or top-dose-only effect, or another doubt; inactive = no such curve, though single readings can be large; an effect the other way counts as inactive or inconclusive. Not all compounds are listed; count on the stated rates, not on these rows.
SMILES,p53 reactivation,ELG1 genotoxic,NPC1 promoter act,Menin-MLL TR inh,Gal4-VP16 FLuc,RORgamma inh,PKM2 activator,BRCA1 expr act,Giardia kill,Rab9 prom act,FLuc counter
Cc1ccc(C(=O)C(C)OC(=O)Cn2cnc3c2c(=O)n(C)c(=O)n3C)cc1 (configuration not stated),6%,3%,2%,.,.,.,.,14%,18,4%,-2%
CCOC(=O)c1ccc(/C=N/O)[n+](Cc2ccccc2)c1,3%,-1%,-2%,0%,-2%,-14%,0%,7%,1,2%,0%
CNC(=O)CSc1nnc(-c2cnccn2)n1C,-2%,0%,-4%,-10%,7%,-9%,6%,1%,-20,-17%,-10%
Oc1ccc(N=Nc2ccccc2-c2nn[nH]n2)c(O)c1,-5%,0%,-2%,?,-17%,16µM*,.,-36%,-29,-2%,?
CN(Cc1cc([N+](=O)[O-])c2cccnc2c1O)C1CCCCC1,2%,1%,1%,-23%,?,4µM*,-5%,.,.,0%,4%
Cc1ccc(-n2c(SCCN)nnc2-c2cccc(C)c2)cc1,-6%,-6%,-11%,.,-5%,-32%,-1%,-24%,-10,-7%,0%
Cn1c(=NC(=O)c2ccc(S(=O)(=O)N3CCCc4ccccc43)cc2)sc2cc(S(C)(=O)=O)ccc21,-5%,3%,-9%,-3%,-21%,6%,-1%,-18%,-8,-9%,8%
CCOc1ccccc1CN1C(=O)c2ccccc2C1C(=O)NC(C)CC (configuration not stated),-3%,-1%,-1%,-5%,?,2%,0%,7%,0,-4%,1%
Cc1cc(C)nc(NC2=NCC(=O)N2c2ccccc2Br)n1,-7%,1%,-2%,7%,-1%,43%,-1%,-7%,10,3%,1%
CC(C)(C)CC(=O)Nc1nnc(SCC(=O)NCc2cccs2)s1,-1%,-1%,0%,3%,-3%,45%,3%,-6%,-9,4%,0%
Cc1ccccc1OCC(=O)NC(=S)Nc1ccc(S(=O)(=O)NC2CCCCC2)cc1,6%,-3%,-2%,-16%,-22%,-43%,-6%,-24%,-21,5%,3%
Cc1ccc(-c2nn(CC(N)=O)c(=O)c3ccccc23)cc1S(=O)(=O)N(C)C,-2%,6%,-2%,1%,6%,1%,4%,-1%[1.84 µM],-24,-2%,0%
O=C(CSc1nc2cc(Cl)ccc2s1)Nc1cccc(S(=O)(=O)N2CCOCC2)c1,9%,1%,2%,-7%,-3%,?,0%,-17%,12,-4%,?
Cc1noc(NS(=O)(=O)c2ccc(NC(=O)NC(C)(C(F)(F)F)C(F)(F)F)cc2)c1C,0%,-3%,2%,?,-9%,5%,.,-1%,-12,-2%,0%
COc1ccc(NC(=S)N(CCCN2CCC(C)CC2)Cc2cccs2)cc1Cl,4%,3%,-6%,-23%,-2%[10 µM],11µM*,0%,-52%,-5,-15%,2%
Cc1ccc(Cn2nnc3c(=O)[nH]c(C4CCN(S(=O)(=O)/C=C/c5ccccc5)CC4)nc32)cc1,6%,-8%,-6%,24%,-6%,?,3%,-55%,-3,0%,1%
Cc1cc(C)n(-c2nc(-c3ccc(Cl)c(Cl)c3)cs2)n1,-5%,4%,18%,-27%,2%,3%,-2%,-37%,4,8%,?
CCOc1ccc(NC(=O)CN2CCN(CC(=O)c3ccc(OCC)cc3)CC2)cc1,-13%,2%,-5%,-14%,?,13%,-14%,2%,-4,-5%,-18%
CCn1c(CSc2nc(C)cc(C)n2)nnc1SCC(=O)Nc1nc(-c2ccccc2)cs1,-9%,-6%,0%,0%,-10%,6%,-12%,1%,-5,-7%,1%[2.3 µM]
CCCCn1c(SCC(=O)NCc2ccco2)nc2ccc(N3CCOCC3)cc2c1=O,-10%,1%,-3%,-7%,18µM*,6.3µM*,7%,-30%,7,-7%,2%
COc1ccc(/C=C/C(=O)c2ccc3c4c(cccc24)CC3)cc1,-1%,0%,-1%,-2%,?,?,5%,-62%,-8,-4%,15µM*
Cc1cccc(-n2c(O)cnc2Nc2nc(C)cc(C)n2)c1,-2%,1%,-1%,-7%,1%,-20%,-2%,-1%,15,10%,-1%
O=CN1CCN(C(C(=O)NC2CCCCC2)c2cc3c(cc2[N+](=O)[O-])OCO3)CC1 (configuration not stated),2%,1%,-4%,6%,-8%,-13%,.,21%,2,1%,-6%
COc1cccc(C(=O)NCC2CCCN2S(=O)(=O)c2cccs2)c1 (configuration not stated),-2%,-1%,1%,.,.,.,.,12%,-1,1%,-1%
Cc1ccccc1N1C(S)=C(C#N)C(=O)NC1c1cccs1 (configuration not stated),4%,5%,-2%,3%,-5%,-2%,-7%,3%,-1,-8%,-2%
O=C(Nc1ccc2ccccc2c1)C(c1ccccc1)C1CCCC1 (configuration not stated),18%,-14%,-1%,?,?,?,4%,-35%,-19,-5%,0%
CCCc1c(OCCCOc2ccc(OCC(=O)O)cc2)ccc(C(C)=O)c1O,-5%,-8%,7%[46.1 µM],1%,.,.,.,8%,32[activator],-3%[46.1 µM],1%
O=c1c2c(nc3n1CCS3)c1cc(F)ccc1n2Cc1cc(=O)n2cc(Cl)ccc2n1,0%,5%,-5%,.,0%,33%,-6%,15%,1,-15%,1%
O=C(c1ccc(Br)o1)N1CCN(CCOc2ccccc2)CC1,3%,-3%,-3%,-12%,3%,-19%,.,-6%,8,-4%,4%
CCCCOc1ccc(C(C)NC(=O)CCS(=O)(=O)Cc2ccccc2Cl)cc1 (configuration not stated),-8%,3%,0%,-2%,-12%,-3%,3%,-4%,?,2%,9%
Cc1cc(Br)ccc1NCc1ccccn1,16%,-3%,0%,13%,3%,19%,5%,42%,14,-3%,?
Cc1cc(C)c2c(=O)c(C#N)coc2c1,3%,4%,-1%,.,-9%,-2%,-8%,-4%,-2,-3%,-14%
COc1ccc(NC(=O)CN(C2CCCCC2)S(C)(=O)=O)cc1OC,26%,-1%,1%,0%,-4%,-8%,-10%,-29%,-3,1%,0%
CCC1=NN(C(=O)C(=O)Nc2ccc(Br)cc2)C(O)(C(F)(F)F)C1 (configuration not stated),4%,-22%,-1%,?,5µM*,2.8µM*,6%,-8%,-9,-2%,?
O=C(NCc1cccnc1)C(=O)NCC1CCCO1 (configuration not stated),7%,1%,2%,2%,-5%,-7%,-16%,1%,10,-3%,0%
COCCOC(=O)c1c(C)n(C)c2ccc(OC(=O)C3CC3)cc12,12%,9%,11%,-14%,-7%,?,9%,1%,-3,0%,-1%
O=C(O)C1CCN(S(=O)(=O)c2cccc3nsnc23)CC1,?,2%,0%,0%,-3%,-14%,.,-15%,-4,1%,0%
COc1ccc(NC(=O)c2cc(Br)ccc2Cl)c(OC)c1,-1%,0%,-2%,-13%,25%,29%,-4%,-47%,-10,1%,?
O=C(CCN1C(=O)C2C3CCC(C3)C2C1=O)OCC(=O)c1ccc(Br)cc1 (configuration not stated),-12%,-6%,1%,1%,3%,-27%,-5%,-14%,4,5%,4%
Cc1ccc(S(=O)(=O)CCC(=O)OCC(=O)NC(C)c2ccccc2)cc1 (configuration not stated),4%,-3%,-4%,.,.,.,.,6%,-1,-1%,1%
COc1ccc(C2C(C(=O)c3ccc(C)o3)=C(O)C(=O)N2Cc2cccnc2)cc1OC (configuration not stated),-2%,0%,-5%,-23%,-4%,-2%,1%,11%,-4,-1%,-1%
N/C(=N\OC(=O)Cc1cccs1)c1ccc(Br)cc1,?,?,-2%,8%,17%,41%,2%,102%,0,16%,19µM*
COc1ccc(S(=O)(=O)Nc2c(NC3CCCCC3)c3ccccc3oc2=O)cc1OC,-8%,-9%,0%,.,2%,1%,.,-2%,-28,-2%,4%
COc1ccc(NS(=O)(=O)c2cccc(C(=O)NCC3CCCO3)c2)cc1 (configuration not stated),-5%,-1%,2%,.,.,.,.,-26%,0,0%,-2%
O=C(CSc1nnc(-c2ccncc2)o1)N1CCCCCC1,3%,0%,-3%,0%,6%,20%,2%,53%,-29,1%,6%
CCOc1ccc(NC(=O)CCCc2cc(-c3ccc(OCC)cc3)on2)cc1,-6%,7%,-1%,5%,1.3µM*,0.13µM*,-9%,-7%,-15,0%,-3%
CCCn1c(N)c(Sc2ccc(Cl)cc2)c(=O)n(CCC)c1=O,0%,-1%,-1%,-2%,2%,-5%,-1%,-21%,-9,-2%,0%
O=C(NCc1cccnc1)C1CC(c2ccccc2Cl)=NO1 (configuration not stated),.,0%,7%,-3%,-4%,?,0%,-45%,13,9%,-2%
